A549 viability = A549 cytotoxicity, counter-screen for Nrf2 inhibitors. A549 ARE-Fluc cells, CellTiter-Fluor viability, 18-24 h. Potency, µM (top dose mostly 46 µM), without a hit: at the top dose activity change, negative = cytotoxicity, hits mostly inhibitors. 390,000 compounds, 0.16% hits. AID 504648; also: potency is read from the fitted curve at half-maximal effect; % is scaled to controls: 0 for no effect and ±100 for the full control effect
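A549 ARE-Fluc cells in 5% FBS OPTI-MEM, 5000 cells/well, rested 2 h then exposed to compounds in concentration-response for 18-24 h at 37 °C. Viability by CellTiter-Fluor fluorescence (Ex 405/Em 525) after 30 min; luciferase luminescence (BugLite, 15 min, RT) read afterwards.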
CCT chaperon mod = modulators of cytosolic chaperonin (CCT/TRiC) activity | 360,000 compounds, 0.3% hits | activity change, % (no concentration beside the values), hits read low | purified chaperonin ATPase assay, HTRF ADP detection, 30 min; in the data active = activity change below about -30%; also: % is scaled to controls: 0 for no effect and ±100 for the full control effect
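Nucleotide hydrolysis assay: TRiC at 20–40 nM final (set by batch activity) with 10 uM ATP, 30 min at 37 °C, in presence of 76 uM compound. Detection by competitive ADP HTRF, 30 min ambient.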
S2 tox = cell viability loss in ATXN counter-screen. S2 cells (HEK-293 line with an ATXN2-luciferase reporter) viability, CellTiter-Fluor protease fluorescence, 24 h. Potency, µM (titrated, usually from 56.7 µM), actives largely listed as cytotoxic. 400,000 compounds, 0.49% hits. AID 651635; also: potency is read from the fitted curve at half-maximal effect; nearly all actives have a fitted effect of over 40% in size
Nrf2 activator = Nrf2 pathway activation. AID 624171. Potency, µM (doses to about 46.1 µM), for inactives: at the highest dose activation, usual class: activators. AREc32 ARE-luciferase reporter (MCF7-derived line), luminescence, 24 h. 410,000 compounds, 0.31% hits; also: potency is read from the fitted curve at half-maximal effect; % of control where 0% means no effect; nearly all actives have a fitted effect of over 65% in size
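Luciferase luminescence (Steady-Glo, 30 min at room temperature) served as the read-out of ARE activation in AREc32 cells treated with compounds for 24 hr at 37 deg C.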
TGFb SMAD3 inh = TGF-b pathway inhibition; HepG2 CAGA-GFP TGF-b/SMAD3 reporter, GFP fluorescence, 18 h; TGF-beta stimulated, 500 pg/mL final; Potency, µM (top dose mostly 46.1 µM), for the others: at the highest dose activity, negative = inhibition, most hits filed as inhibitors; 410,000 compounds, 1.2% hits; AID 588855; also: potency is read from the fitted curve at half-maximal effect; % is scaled to controls: 0 for no effect and ±100 for the full control effect; nearly all actives have a fitted effect of over 65% in size
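Inhibition was scored as loss of TGF-beta-induced (500 pg/mL final, 18 hours, 37 degrees C) GFP in HEPG2 cells carrying a CAGA-GFP reporter, in DMEM with 1% FBS. Well GFP was summed per cell; Activity was normalised to unstimulated and stimulated DMSO wells, then concentration-response fitting.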
MmCpn inh = M. maripaludis TRiC chaperonin inhibition | purified Mm-Cpn ATPase, ADP Transcreener TR-FRET | 330,000 compounds, 0.031% hits | Potency, µM (doses to about 76.9 µM), for the others: top-dose activity, negative = inhibition, usual class: inhibitors; also: potency is read from the fitted curve at half-maximal effect; % is scaled to controls: 0 for no effect and ±100 for the full control effect; nearly all actives have a fitted effect of over 80% in size
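ATPase read-out: TR-FRET ADP immunoassay (anti-ADP Eu cryptate vs ADP-d2), ex 320 nm, em 590/665 nm; signal drops as ADP forms. Enzyme 25 nM, ATP 10 uM, 30 min at 37°C after 10 min compound preincubation.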
Nrf2 inh = inhibitors of Nrf2 signaling | Potency, µM (highest dose often 46 µM), for the others: at the highest dose activity change, negative = inhibition, most hits filed as inhibitors | A549 ARE-Fluc reporter, luciferase luminescence, 18-24 h | 360,000 compounds, 2.1% hits | AID 504444; also: potency is read from the fitted curve at half-maximal effect; % is scaled to controls: 0 for no effect and ±100 for the full control effect; nearly all actives have a fitted effect of over 60% in size
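In this cell-based qHTS, ARE-driven firefly luciferase in A549 cells reports Nrf2 activity; the luminescent signal after BugLite lysis is the measured value, with a prior CellTiter-Fluor read for cell health.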
HepG2 tox = counter-screen for TGF-b inhibitors: cytotoxicity in HepG2 cells; 410,000 compounds, 0.76% hits; AID 588856; HepG2 CAGA-GFP viability, ATP luminescence, 18 h; Potency, µM (highest dose often 46.1 µM), inactives show top-dose activity change, negative = cytotoxicity, actives largely listed as cytotoxic; also: potency is read from the fitted curve at half-maximal effect; some results filed as inactive show a strong effect at the top dose
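HepG2 CAGA-GFP cells (1000/well, DMEM with 1% FBS) received compound, then TGF-beta at 500 pg/mL final, and were incubated 18 hours at 37 degrees C. Viability was read by CellTiter-Glo luminescence. Media-only wells were set as complete cell-killing and DMSO as no toxicity.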
Akt phos inh = blocks phosphorylation of Akt | AID 651550 | Neuro2A IGF-stimulated pAkt S473 HTRF, 20 min; stronger effect = lower value | activity change, % for hits at 50 µM | 360,000 compounds, 0.32% hits; in the data active = activity change below about -80%; inconclusive = mostly about -51% to -80%; also: % is scaled to controls: 0 for no effect and ±100 for the full control effect
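Neuro2A cells (4,500/well, DMEM with 0.5% FBS) were treated with compound at a single 50 µM final concentration, stimulated with 6 nM IGF for 20 min at 37 °C, and lysed. Phospho-Akt Ser473 was read by HTRF as 665/615 ratio ×10^4.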
An asterisk follows results filed as active; i = inactive; ? = inconclusive; nt = no result given; & = joins results of further samples; [ ] = dose if it differs, or a comment. Unless noted, calls follow the shape of the dose curve; as a rule, active = well fitted curve in the direction sought with a large enough effect; inconclusive = small, poorly fitted or top-dose-only effect, or another doubt; inactive = no such curve, though single readings can be large; an effect the other way counts as inactive or inconclusive.

SMILES	A549 viability	CCT chaperon mod	S2 tox	Nrf2 activator	TGFb SMAD3 inh	MmCpn inh	Nrf2 inh	HepG2 tox	Akt phos inh
CCOc1ccc(CN2CCC(C(=O)Nc3cccc(-c4ccn[nH]4)c3)CC2)cc1Cl	0%	-2.6	?	-0.8%	?	0%	-6%	-72%	i
O=c1c2nnn(-c3cccc(F)c3)c2ncn1Cc1ccccn1	4%	-1.4	i	0.1%	-8%	4%	-3%	-12%	i
CN(C)/N=C/C=C1\CC/C(=C\c2ccc(Br)cc2)C1=O	-4%	-0.6	i	0.7%	-4%	1%	-1%	-9%	i
COc1cc(CNc2ccc(N3CCN(C(C)=O)CC3)cc2)ccc1OCc1ccc(F)cc1	-19%	-0.2	?	13%	?	-13%	16µM*	-16%	i
CCOC(=O)c1c(NC(=O)CSc2ncccn2)sc2c1CCN(Cc1ccccc1)C2	-10%	0.0	i	-0.4%	0%	-28%	?	-24%	i
O=C(O)CCC(=O)NCc1ccc2[nH]c3c(c2c1)CCCC3	0%	-1.2	i	0.4%	7%	2%	13%	-3%	i
Cc1cccc(-n2c3nc(=O)n(C)c(=O)c-3cc3ccc(Cl)cc32)c1C	4%	nt	i	0.1%	-1%	nt	5%	8%	nt
Cc1cc(C)c2c(n1)nn1c(C)c(CCC(=O)NCc3ccccc3Cl)c(C)nc21	2%	nt	i	-0.5%	2%	nt	-5%	-2%	nt
COc1cccc(CN(C)C(=O)c2ccc(S(=O)(=O)Nc3ccccc3C)cc2)c1OC	nt	-0.2	?	-1.3%	5%	nt	nt	-3%	i
O=C(O)c1cccc(CSc2ncn[nH]2)c1	9%	0.1	i	0.1%	5%	0%	12%	3%	i
Cc1c(C)c2cccnc2c2ncccc12	5.8µM*	3.8	?	4.4%	10µM*	-2%	?	-35%	i
CNC(=O)COC(=O)CCC(=O)c1ccc(Cl)cc1	-4%	-1.7	i	-0.5%	14%	0%	1%	9%	i
O=C(COc1ncnc2ccccc12)N1CCN(S(=O)(=O)c2ccccc2)CC1	-1%	-1.0	i	0.1%	2%	2%	-4%	-16%	i
Cc1ncc(CN2CCCC(C(=O)Nc3ccc(-n4ccnc4C)cc3)C2)cn1 (stereo not drawn)	8%	-1.1	i	0.1%	10%	-1%	-12%	1%	i
Cc1cc(C(=O)Nc2ccccn2)cs1	-4%	-0.2	i	18%	0%	1%	?	-49%	i
Nc1c([N+](=O)[O-])c(=O)sc2ccccc12	5%	0.6	i	13%	-3%	2%	-18%	-10%	i
O=C(CCC1CCCN(Cc2ccc3c(c2)OCCO3)C1)NCc1ccccc1F (stereo not drawn)	0%	0.8	i	-0.5%	20%	-1%	7%	-11%	i
O=C(N/N=C/c1cccs1)c1[nH]ncc1Br	6%	-1.1	i	0.1%	20%	1%	?	-24%	i
CN(C)CCC=C1c2ccccc2C=Cc2ccccc21	-2%	-3.9	?	4.5%	5%	-3%	4%	-22%	i
COCCn1cnc2c1c(=O)n(Cc1ccc(C#N)cc1)c(=O)n2Cc1ccccc1	-15%	0.4	i	0.2%	23%	2%	?	-7%	i
CCC(CCC(=O)Nc1cccc([N+](=O)[O-])c1)C(=O)O (stereo not drawn)	-3%	0.5	i	-0.5%	11%	0%	1%	4%	i
CCN(CC(=O)Nc1ccc(NC(C)=O)cc1)C(=O)c1ccc(NC2CC2)c([N+](=O)[O-])c1	-7%	-0.5	i	2.0%	?	1%	4%	6%	i
COc1ccc(OC)c(NC(=O)C2CCN(c3nc(C)cc(C)n3)CC2)c1	nt	1.5	i	0.4%	8%	1%	2%	9%	i
O=C(CCCCCNC(=O)c1ccccc1Cl)N/N=C/c1ccco1	1%	2.3	i	2.1%	-13%	2%	9%	2%	i
CCSc1nc(COC(=O)NC)c(COC(=O)NC)n1C	1%	1.0	i	0.5%	-3%	nt	14%	5%	i
CC(C)NC(=S)NCc1cccs1	10%	0.6	i	-0.7%	-8%	2%	-8%	-8%	i
CCOc1ccccc1-n1c(=O)c2ccccc2c2ccccc2c1=O	2%	-0.7	i	-0.1%	6%	0%	11%	-10%	i
COc1ccc(NC(=O)c2ccccc2NC(=O)c2ccccc2)cc1	-1%	-0.4	i	-0.4%	7%	3%	8%	3%	i
COc1ccc(CCNC(=O)c2cccc(-n3cnc4cccnc43)c2C)cc1OC	15%	nt	nt	2.4%	-17%	nt	-18%	-9%	nt
CCCCOc1ccc(C(=O)NCc2nnnn2-c2ccc(C)c(C)c2)cc1	4%	nt	nt	0.6%	?	nt	nt	-17%	nt

A run of entries of the results above, as a working copy:
SMILES	A549 viability	CCT chaperon mod	S2 tox	Nrf2 activator	TGFb SMAD3 inh	MmCpn inh	Nrf2 inh	HepG2 tox	Akt phos inh
COc1ccc(CCNC(=O)c2cccc(-n3cnc4cccnc43)c2C)cc1OC	15%	nt	nt	2.4%	-17%	nt	-18%	-9%	nt
CCCCOc1ccc(C(=O)NCc2nnnn2-c2ccc(C)c(C)c2)cc1	4%	nt	nt	0.6%	?	nt	nt	-17%	nt

Continued:
SMILES	A549 viability	CCT chaperon mod	S2 tox	Nrf2 activator	TGFb SMAD3 inh	MmCpn inh	Nrf2 inh	HepG2 tox	Akt phos inh
COc1ccc([C@@H]2CC(=O)[C@@H]3CN(S(=O)(=O)c4ccc(C)cc4)[C@H](c4cccc(Cl)c4)C[C@@H]3N2S(=O)(=O)c2ccccc2)cc1	nt	-1.0	i	-0.3%	?	nt	nt	5%	i
COC(=O)c1c(NC(C)=O)sc(C(=O)N2CCOCC2)c1C	2%	-3.0	i	0.1%	8%	-2%	10%	7%	i
CCCNC(=O)CN1C(=O)COc2ccc(S(=O)(=O)N3CCCCCC3)cc21	-6%&-12%	3.0	i	6.1%&0.6%	-1%&-9%	2%	2%&5%	7%&-2%	i
CCOC(=O)C1=C(COC(=O)c2ccc(Br)o2)NC(=O)NC1C (stereo not drawn)	0%	2.0	i	-0.3%	1%	0%	20%	5%	i
COCCn1c(=NC(=O)c2cc(-c3cccs3)nc3ccccc23)sc2cc(S(N)(=O)=O)ccc21	-5%	-2.2	nt	3.3%	?	?	0%	-4%	i
COc1cc(C=O)c(Cl)cc1OCC(N)=O	1%	-1.2	i	-0.1%	7%	-4%	7%	2%	i
CC(=O)c1cc2c(cc1NC(=O)c1c(-c3ccccc3)noc1C)OCO2	1%	1.6	i	1.9%	12%	-1%	nt	-4%	i
Cc1ccc(NS(=O)(=O)c2c(C)[nH]c(C)c2C(=O)N2CCCCC2)cc1C	1%	0.7	i	-0.5%	7%	1%	-9%	3%	i
CC1CN(S(=O)(=O)c2ccc(C(=O)Nc3ccc(S(=O)(=O)Nc4ncccn4)cc3)cc2)CC(C)O1 (stereo not drawn)	0%	1.5	i	-0.1%	-7%	0%	-15%	-51%	i
COc1ccc(CCNC(=O)COC(=O)/C=C/c2ccc3c(c2)OCO3)cc1	0%	-3.3	i	2.4%	19%	-2%	23%	-4%	i
CCOc1ccc(N2C(=O)Nc3ccccc3C2(O)C(=O)NCc2ccc(F)cc2)cc1 (stereo not drawn)	-5%	-2.0	i	-0.5%	7%	0%	1%	-24%	i
CCCCNS(=O)(=O)c1ccc2nc(SCC(=O)Nc3ccccc3)[nH]c2c1	4%	-1.9	i	3.6%	?	0%	4%	-22%	i
O=Cc1cccn1Cc1ccccc1[N+](=O)[O-]	10%	-1.8	i	2.7%	-8%	0%	29%	-1%	i
O=C1c2ccccc2C(=O)N1Cc1ccco1	-12%	-0.4	i	-0.4%	-1%	-1%	-4%	-4%	i
CCc1ccccc1NC(=O)C(NS(=O)(=O)c1ccc2c(c1)CCC(=O)N2)c1ccccc1 (stereo not drawn)	-2%	nt	?	3.0%	-14%	nt	8%	-28%	nt
CS(=O)(=O)N(CC(=O)N1CCCCC1)c1cccc(F)c1	-1%	0.6	i	0.5%[9.22 µM]	0%	3%	-2%	1%	i
CCOC(=O)[C@H]1NN=C(C(=O)OC)[C@@H]1c1ccccc1	15%	-1.5	i	0.0%	?	-1%	11%	-22%	i
CC(CNC1CCCCC1)OC(=O)c1ccc([N+](=O)[O-])cc1 (stereo not drawn)	-5%	0.1	?	-0.2%	11%	nt	8%	12%	i
O=C(Nc1ccccc1)Nc1ccccc1C(=O)NCCCN1CCOCC1	-16%	-1.4	nt	-0.2%	-4%	1%	0%	-3%	i
Cc1cc(C)n2nc(S(=O)(=O)Nc3c(Cl)cccc3Cl)nc2n1	-4%	-2.0	?	0.6%	?	-1%	5%	2%	i
CSCCC(NS(=O)(=O)c1ccc(Cl)c(Cl)c1)C(=O)O (stereo not drawn)	8%	-0.1	?	-0.1%	5%	-2%	12%	-1%	i
CCC1SC(CC)C(=O)N(CC(=O)NCc2ccc(F)cc2)C1=O (stereo not drawn)	1%	-4.5	i	-0.7%	?	2%	1%	-6%	i
CCOC(=O)c1ccc(N2C(=O)C(C)=C(C)C2=O)cc1	-15%	0.9	i	0.5%	0%	0%	9%	-9%	i
COc1cc(C(O)c2nc(-c3cccc(C#N)c3)cs2)ccc1F (stereo not drawn)	nt	-19	i	4.1%	5%	nt	nt	-10%	i
CC(=O)C(C)Sc1nnc(-c2ccccc2F)n1C1CC1 (stereo not drawn)	-1%	-0.8	i	-0.1%	3%	1%	-13%	0%	i
CC(C)N(Cc1ccccc1)C(=O)c1cnc2n(c1=O)CCS2	?	0.0	i	-0.9%	-1%	0%	14%	1%	i
Cc1ccc(C(=O)NCCOc2cccc3cccnc23)cc1Cl	12%	-1.7	i	0.5%	5%	3%	0%	-2%	i
CCCCCN(C(=O)CN1CCC(Cc2ccccc2)CC1)c1c(N)n(CCCC)c(=O)[nH]c1=O	?	-3.0	?	2.3%	0%	-13%	-9%	13%	i

Screening data from PubChem BioAssay.
